TbMetRS inhib: T. brucei MetRS inhibitors, primary screen, biochemical, luminescence; methionyl-tRNA synthetase (Trypanosoma brucei brucei); purified T. brucei MetRS, ATP depletion, Kinase-Glo luminescence; inhibition, % at 11.9 µM; 360,000 compounds, 0.4% hits; AID 624268, 2012;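 active = inhibition above a per-plate cutoff of the control wells' mean inhibition plus 3 SD, cut at about 5.5% in these data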;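 note: 0% = DMSO wells median and 100% = median of wells with control inhibitor compound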
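Measured by: Kinase-Glo luciferase luminescence reporting remaining unconsumed ATP. Material: purified T. brucei MetRS enzyme. Doses: 11.9 µM compound single dose, 0.9% DMSO. Medium: HEPES buffer containing pyrophosphatase, BSA, spermine, DTT. Times: 15 min preincubation, 2 h reaction, all 25 °C. Reagent: methionine, ATP and bulk E. coli tRNA.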
Rpn11 inh: Rpn11 (PSMD14) deubiquitinase inhibitors, primary screen, biochemical, fluorescence polarization, uHTS. 26S proteasome non-ATPase regulatory subunit 14 (Homo sapiens), O00487. human 26S proteasome, Ub4-pepOG fluorescence polarization; 20S core pre-blocked with epoxomicin. calls only at 20 µM. 360,000 compounds, 0.59% hits. AID 588493, 2011;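 active = inhibition at 20 µM, scaled to each plate's controls, above about 33%, limit read from the data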
Target sequence (O00487 whole entry, looked up): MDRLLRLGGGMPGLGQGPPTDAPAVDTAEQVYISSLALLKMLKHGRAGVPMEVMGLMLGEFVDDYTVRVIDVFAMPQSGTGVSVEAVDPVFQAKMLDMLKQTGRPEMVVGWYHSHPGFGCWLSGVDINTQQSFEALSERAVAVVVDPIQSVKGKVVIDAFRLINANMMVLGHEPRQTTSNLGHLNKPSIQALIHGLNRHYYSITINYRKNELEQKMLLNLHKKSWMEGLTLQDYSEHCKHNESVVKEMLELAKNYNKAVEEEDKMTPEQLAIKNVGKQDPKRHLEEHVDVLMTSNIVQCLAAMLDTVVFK
CSN deneddyl inh: inhibitors of CSN-mediated cullin deneddylation, primary screen, biochemical, fluorescence polarization, uHTS | AID 651999, 2013 | inhibition, % at 12.5 µM | Purified CSN, SCF-Nedd8-OG deneddylation | 360,000 compounds, 0.38% hits;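 active = pattern-corrected inhibition above about 35%, with an unprinted fluorescence ratio check between 0.5 and 1.5, limit read from the data, passing the limit was not always enough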;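 note: 0% = enzyme with substrate and 100% = substrate without enzyme; some results filed as inactive read as strong as hits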
Target sequence (Q92905 whole entry, looked up, one chain of several): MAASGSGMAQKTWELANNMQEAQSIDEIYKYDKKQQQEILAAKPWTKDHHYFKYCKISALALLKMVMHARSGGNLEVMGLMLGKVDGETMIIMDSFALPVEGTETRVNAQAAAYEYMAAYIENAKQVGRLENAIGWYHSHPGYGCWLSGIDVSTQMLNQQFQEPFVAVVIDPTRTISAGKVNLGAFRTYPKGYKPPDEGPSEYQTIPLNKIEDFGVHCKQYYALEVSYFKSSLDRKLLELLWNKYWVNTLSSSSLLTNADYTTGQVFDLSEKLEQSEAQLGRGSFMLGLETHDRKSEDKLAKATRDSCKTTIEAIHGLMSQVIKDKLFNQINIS
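Assay system: purified human Csn5 enzyme expressed in HEK293T cells; Input: 0.24 nM Csn5 enzyme, final concentration; Reagent: 10 nM SCFSkp2-Nedd8OG; Compound dosing: 12.5 µM single point; Times: reaction 90 min, room temperature; Technique: fluorescence polarization readout.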
STEP inh: STEP phosphatase inhibitors, primary screen, biochemical, fluorescence intensity, uHTS | Tyrosine-protein phosphatase non-receptor type 5 (Homo sapiens), P54829 | recombinant STEP, OMFP fluorogenic substrate | inhibition, % at 20 µM | 360,000 compounds, 0.25% hits | AID 588621, 2011;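 active = inhibition at 20 µM, scaled per plate between control wells, above about 37%, limit read from the data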;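 note: 0% = DMSO with enzyme and substrate and 100% = substrate only without enzyme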
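medium = Bis-Tris buffer pH 6.0, 2.5 mM DTT, 0.005% Tween 20 | test system = STEP (striatal-enriched tyrosine phosphatase) enzyme, cell-free | measure = normalized % inhibition | compound dosing = 20 µM, 1% DMSO | also added = 25 µM OMFP | schedule = reaction 20 min, ambient temperature | measured by = fluorescence read at 480 nm ex / 540 nm em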
LMPTP inh: LMPTP phosphatase inhibitors, primary screen, biochemical, fluorescence intensity, uHTS. AID 651560, 2012. inhibition, % at 20 µM. recombinant LMPTP-A, OMFP fluorogenic substrate. 360,000 compounds, 0.22% hits. Low molecular weight phosphotyrosine protein phosphatase (Homo sapiens), P24666;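 active = compounds that cut the enzyme signal by at least half of the control window in the single-dose screen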;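 note: plate controls were DMSO wells with enzyme plus substrate for no effect and substrate without enzyme for full effect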
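Assay system: LMPTP-A phosphatase enzyme | Input: 0.625 nM enzyme | Also added: Fluorogenic phosphatase substrate OMFP at 400 µM final | Compound dosing: One test concentration per compound, 20 µM, with 3% DMSO overall | Schedule: 50 min enzyme reaction at room temperature, protected from light | Signal: Fluorescence intensity | Benchmarks: no-enzyme and uninhibited controls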
Scp-1 inhibitor: Scp-1 phosphatase inhibitors, primary screen, biochemical, colorimetric, uHTS; inhibition, % at 20 µM; Carboxy-terminal domain RNA polymerase II polypeptide A small phosphatase 1 (Homo …; Recombinant Scp1, phosphopeptide, malachite green phosphate absorbance; 340,000 compounds, 0.88% hits;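 active = inhibition above about 50% at 20 µM, limit read from the data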;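 note: plate controls were DMSO wells with enzyme for no effect and wells lacking enzyme for full effect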
Target sequence (Q9GZU7 76-261 limits assumed): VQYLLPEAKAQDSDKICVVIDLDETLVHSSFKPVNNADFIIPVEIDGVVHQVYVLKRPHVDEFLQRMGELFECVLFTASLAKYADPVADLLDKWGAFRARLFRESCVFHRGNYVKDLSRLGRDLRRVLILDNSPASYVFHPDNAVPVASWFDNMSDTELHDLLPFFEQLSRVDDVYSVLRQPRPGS
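System: truncated SCP-1 phosphatase (76-261aa); medium: Tris acetate buffer pH 5.5 with MgCl2 and Tween-20; incubation: 45 min room-temperature reaction, 5 min colour, 30 min stabiliser; compound: single 20 µM dose, 1% DMSO; reagent: Phosphorylated 17-residue peptide substrate; read-out: % inhibition at 20 µM; technique: colorimetric free-phosphate detection, absorbance 630 nm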
SUMO1-SIM PPI: modulators of SUMO1 protein-protein interactions, primary screen, biochemical, uHTS. Small ubiquitin-related modifier 1 (Homo sapiens), P63165. SUMO1 binding to a labelled peptide, TR-FRET, 1 h. inhibition, % at 20 µM. 360,000 compounds, 0.33% hits. AID 602429, 2012; in the data active = inhibition above about 37%
Target sequence (P63165 whole entry, looked up): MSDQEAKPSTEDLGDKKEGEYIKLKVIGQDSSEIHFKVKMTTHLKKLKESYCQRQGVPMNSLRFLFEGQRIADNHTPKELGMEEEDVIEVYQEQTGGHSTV
MsrA inhibitor: bovine MsrA enzyme inhibitors, primary screen, biochemical, absorbance, HTS; purified bovine MsrA, absorbance read-out; inhibition, % at 15.5 µM; 360,000 compounds, 0.75% hits; in the data active = inhibition above about 4.5%;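 note: 0% = vehicle wells with enzyme and 100% = reference inhibitor wells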
NadD block: inhibitors of S. aureus NadD, primary screen, biochemical, colorimetric, uHTS; inhibition, % at 20 µM; 360,000 compounds, 0.78% hits; AID 602399, 2012; purified NadD enzyme, colorimetric absorbance read-out; in the data active = inhibition above about 26%; note: some compounds past the cut are filed as inactive
DNMT1 block: human DNMT1 methyltransferase inhibitors, primary screen, biochemical, molecular beacon, fluorescence, HinP1I cleavage, uHTS. DNA (cytosine-5)-methyltransferase 1 (Homo sapiens), P26358. inhibition (reported as % activation of signal), % at 10 µM. 360,000 compounds, 0.83% hits. AID 588458, 2011; in the data active = inhibition above about 50%
Active calls of the source: *; i = inactive; / = no result given; + = active, no number.

SMILES	TbMetRS inhib	Rpn11 inh	CSN deneddyl inh	STEP inh	LMPTP inh	Scp-1 inhibitor	SUMO1-SIM PPI	MsrA inhibitor	NadD block	DNMT1 block
COc1ccc(C(=O)C(OC(=O)CNC(=O)c2ccco2)c2ccccc2)cc1 (stereo not drawn)	-0.4	i	-4.4	-2.6	-0.2	-8.1	0.1	0.8	4.1	-8.8
Clc1ccccc1-c1nc2ccccc2c2nncn12	-0.7	i	0.6	-1.4	-1.5	-0.7	-0.6	0.4	0.9	-0.8
COc1cccc(NC(=O)c2cc(CN3C(=O)c4ccccc4C3=O)ccc2OC)c1	-0.5	i	-2.8	1.7	0.7	-11.8	1.3	1.6	-9.7	-1.2
C/C(=N\NC(=S)NCc1ccccc1)c1ccc(Cl)s1	-0.4	i	-6.9	-0.3	2.3	0.4	-7.2	0.6	-1.2	1.3
COc1ccccc1C1OCC(C)([N+](=O)[O-])CO1 (stereo not drawn)	-0.1	i	-5.0	0.1	-0.6	-12.4	4.7	-0.1	1.3	0.6
NC(=O)CC(NC(=O)Cc1cccc2ccccc12)c1ccc(NC2CCC2)c([N+](=O)[O-])c1 (stereo not drawn)	-0.2	i	99.6	5.9	1.3	-5.6	-6.5	-0.9	3.6	14.4
COc1cc(OC)cc(C(=O)NNC(=O)c2cc(=O)[nH]c3ccccc23)c1	-0.3	i	2.4	1.2	-1.0	-4.0	-9.3	0.9	-2.2	3.1
Cc1c(NC(=O)/C(C#N)=C/c2ccc(-c3ccc(Cl)cc3)o2)c(=O)n(-c2ccccc2)n1C	0.7	i	-0.5	5.0	2.2	-1.7	-9.0	0.1	19.0	4.0
COC(=O)CSc1nnc(-c2ccco2)n1-c1ccc(C)cc1	-0.3	i	2.2	1.2	0.7	-1.8	4.0	-0.1	-2.6	1.0
COC(=O)c1ccccc1C(=O)N(c1ccccc1)c1ccccc1	-0.5	i	1.3	0.2	0.4	-14.1	2.7	-0.1	1.9	0.8
Cc1cc(C)n2c3c(c(C#N)c2n1)CC(C)(C)OC3	-1.8	i	-2.9	1.6	0.5	-11.9	-6.7	1.5	3.4	-5.6
CCOC(=O)C(NC(C)=O)(Nc1ccc(S(=O)(=O)Nc2cc(C)nc(C)n2)cc1)C(F)(F)F (stereo not drawn)	-0.4	i	-2.6	-1.0	-0.9	2.5	0.2	0.5	0.0	1.0
COc1ccc(NC(=O)C2OC3OC(C)(C)OC3C3OC(C)(C)OC23)cc1 (stereo not drawn)	-0.8	i	3.9	2.1	-0.4	9.8	2.9	0.1	4.3	3.8
NC(=O)c1nsc(C(=O)N(CC(=O)NCc2ccc3c(c2)OCO3)C2CCCCC2)c1N	-0.3	i	-1.1	0.4	-0.7	-1.2	-7.9	1.7	2.8	-0.4
COc1ccc(C2CC(=O)c3c(O)cc(O)cc3O2)cc1O (stereo not drawn)	-0.7	i	0.6	-2.2	0.2	-1.4	2.8	3.5	-3.9	-8.0
CCOC(=O)Cc1csc(NC(=O)CCCc2ccccc2)n1	-0.3	i	4.0	-6.5	-1.3	-2.0	-0.3	0.1	-6.5	0.2
COCn1c(-c2ccc(OC)cc2)nc2ccccc21	-0.6	i	-0.6	1.3	1.9	-4.8	0.5	-0.4	-0.9	-0.3
CN(C#N)c1nc(Cl)nc(Nc2cccc(Cl)c2)n1	0.3	i	2.9	-0.9	-0.4	-11.8	9.1	-0.7	-2.1	9.1
N/C(=N\OC(=O)CCC1CCCCC1)c1cccc([N+](=O)[O-])c1	-0.5	i	-2.8	-2.0	4.0	-17.8	-20.2	/	-5.8	3.9
COc1ccc(CNC(=O)Nc2cccs2)cc1OC	-0.2	i	4.1	0.1	-1.0	-18.1	0.7	-0.4	6.8	-4.8
COc1ccc(-n2cnc(N)c2C(=O)c2cccc([N+](=O)[O-])c2)cc1	-0.8	i	2.5	-0.7	0.9	-3.4	-17.0	1.0	-0.8	1.0
COc1ccc(C(=O)Nc2ccc(C3=NNC(=O)CC3C)cc2NC(=O)c2ccc(OC)cc2)cc1 (stereo not drawn)	0.4	i	-10.9	-3.9	1.3	-11.3	0.2	2.1	2.9	-9.6
COc1cccc(C(C)(O)c2nc(-c3cc(F)cc(F)c3)cs2)c1 (stereo not drawn)	-0.9	i	1.9	-0.8	2.4	/	5.6	0.7	-3.2	-2.6
Cc1c(Br)c([N+](=O)[O-])nn1CC(=O)NC1CCCCCC1	-0.9	i	0.4	-0.9	-0.9	-2.3	-14.8	-0.2	-2.2	4.3
O=C(Nc1cccc2c1CCCC2)c1ccccc1Br	-1.1	i	-1.1	-0.7	-0.5	-5.2	4.0	1.0	-8.6	9.3
CN1CCN(NC(=O)c2ccc(Cl)c(S(=O)(=O)Nc3ccc(Cl)cc3)c2)CC1	-0.9	i	-4.9	1.0	-6.4	0.9	2.5	0.7	-3.7	1.2
O=C(NN1CCOCC1)c1cc(-c2ccccc2)nc2ccccc12	-0.7	i	-4.6	-3.0	0.2	-2.6	-8.0	0.3	1.7	2.4
COc1cccc(CNc2ncnc3cc(OC)c(OC)cc23)c1	-0.2	i	0.0	1.4	0.0	0.5	9.3	0.4	-7.4	-6.7
CC1(C)COC(/C=C/c2ccc([N+](=O)[O-])cc2)=N1	1.2	i	0.9	-1.1	1.2	-5.2	-24.7	3.6	0.2	0.7
COCCCNCC(O)COc1ccccc1F (stereo not drawn)	-0.3	i	1.7	0.7	-0.3	-7.4	1.8	1.4	-2.2	0.2
CN(C)c1ccc(/C=N/NC(=O)c2ccco2)cc1	-1.3	i	3.5	1.8	-2.6	0.1	-12.6	4.7*	3.5	-1.4
COc1ccc(S(=O)(=O)Nc2ccc3c(c2)OCCO3)cc1OC	-0.6	i	3.2	-1.4	0.0	-2.8	-0.4	0.4	-5.6	3.2
COc1ccc(NC(=O)CN(Cc2ccco2)Cc2ccco2)cc1S(=O)(=O)N1CCCCC1	-0.5	i	-3.4	1.5	0.1	-1.1	3.5	-0.9	-0.2	2.8
COc1ccc(S(=O)(=O)N2CCC(C(=O)NCc3ccncc3)CC2)cc1C	-0.7	i	-1.7	-2.0	-0.4	-8.1	2.9	0.4	-4.7	1.6
CCOc1cc(C2C(C(C)=O)=C(C)Nc3ncnn32)ccc1O (stereo not drawn)	0.8	i	-2.1	4.0	-0.4	-4.5	-1.6	/	-1.9	-1.1
Cc1cccc(C)c1NC(=O)NC1(C(=O)NCc2ccncc2)CCCCC1	0.1	i	-3.8	-1.6	0.4	-2.8	6.3	-0.3	-1.1	2.4
CC(=O)Nc1ccc(-c2cn3cc(C)ccc3n2)cc1	-1.0	i	-0.4	-3.2	3.5	-2.1	-1.6	0.8	3.2	1.4
C[C@H](NC(=O)C1CCN(S(=O)(=O)c2ccccc2)CC1)C(=O)NCc1ccncc1	-0.3	i	2.4	-3.7	-2.8	/	-1.4	0.9	-0.6	3.8
Cc1cccc2[nH]c3c(N4CCN(C(=O)c5ccco5)CC4)ncnc3c12	-0.8	i	-0.1	2.0	-0.4	-1.8	12.1	/	14.5	-3.8
NNC(=O)Nc1cccc(C(F)(F)F)c1	-0.9	i	3.2	-3.6	-0.8	-4.6	1.0	0.2	0.3	3.4
O=C(Cn1c(=O)n(CC(=O)NCc2ccccc2)c2ccccc21)NCc1ccccc1	-0.8	i	6.0	-1.4	0.6	15.9	-0.3	0.1	-5.0	6.8
O=C(NCc1nnnn1-c1ccc(F)cc1)C(=O)c1c[nH]c2ccccc12	0.1	i	-4.7	-1.9	0.3	/	-10.8	0.8	-0.3	2.3
Nc1ccn([C@@H]2O[C@H](C(=O)NCC(F)(F)F)[C@@H](O)[C@H]2O)c(=O)n1	-0.1	i	0.9	1.3	-1.6	/	7.0	-0.6	-4.2	2.7
Cc1c(C(=O)OCC(=O)Nc2ccc(N3CCOCC3)cc2)oc2ccccc12	-0.5	i	1.8	0.0	1.7	-2.0	6.3	0.6	-2.6	0.1
O=C(N/N=C/c1ccncc1)c1ccc(NC(=O)c2cccc(Cl)c2)cc1	0.0	+	78.1*	30.9	9.7	67.8*	5.3	0.5	5.8	-10.8
COCCn1c(CN2CCN(c3ccccc3)CC2)nc2c1c(=O)n(C)c(=O)n2C	-0.1	i	8.0	-0.4	-1.7	-2.2	3.2	1.1	-2.7	0.3
O=C(/C=C/c1ccco1)Nc1nnc(-c2ccco2)s1	-0.8	i	0.3	-0.4	0.6	1.0	0.1	0.9	10.3	29.4
CCC(C)(C)NC(=O)C(c1ccncc1)N(Cc1ccc(C)cc1)C(=O)c1csnn1 (stereo not drawn)	-1.4	i	0.6	-0.4	-0.2	6.1	-3.8	-1.2	-0.7	1.4

From PubChem BioAssay
